H9c2 TAG inh: reduces triacylglycerol accumulation in H9c2 cells | inhibition, % at 12.5 µM | 0.66% of 230,000 active | Nile Red lipid (TAG) fluorescence; cells loaded with 200 µM oleic acid;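 active = pattern-corrected inhibition of lipid staining of at least 50% with the nuclear-stain viability signal not falling by more than 50%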;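 also: 0% = DMSO wells and 100% = triacsin C control wells; some results filed as inactive read as strong as hits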
H9c2 TAG inh DAPI viability: recorded beside H9c2 TAG inh, whose call it bears; DAPI nuclei signal change (viability), lower = more cytotoxic, %;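 whole-well DAPI fluorescence read on a plate reader as a viability signal; minus 50 percent equals half of cells still viable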
* hit, by the source's call. These rows are one share of the data; count on the stated rates, not on these rows.

SMILES	H9c2 TAG inh	H9c2 TAG inh DAPI viability
COc1ccc2[nH]c(=O)c(CN(CC3CCCO3)C(=S)Nc3cccc(C)c3)cc2c1 (configuration not stated)	-6	4
Cc1ccc(C(=O)OCc2cn3ccccc3n2)cc1	-2	0
O=C(Nc1ccccc1)c1ccc(NC(=O)c2cccs2)cc1	18	7
CCN(CC)CCCC(C)NC1=NCCCCC1 (configuration not stated)	-4	3
O=C(Nc1cccnc1)c1ccc2ccccc2c1O	6	-8
CCN(c1ccccc1)S(=O)(=O)c1cccc(C(=O)NCC(c2cccs2)N2CCOCC2)c1 (configuration not stated)	11	-12
CN(CC(=O)Nc1ccc(Cl)cc1)C(=O)CCNC(=O)c1ccc(Cl)cc1	-11	-2
CC(=O)Nc1ccc(S(=O)(=O)Nc2nnc(C3CCCCC3)s2)cc1	18	-10
Nc1cc(=O)[nH]c(SCC(=O)N2N=C(c3ccc4ccccc4c3)CC2c2ccccc2)n1 (configuration not stated)	-7	9
O=C(NCc1ccccc1)c1cc(C2CCCN(C(=O)CCCc3ccccc3)C2)on1 (configuration not stated)	4	11
O=[N+]([O-])c1ccc(O)c(/C=N/n2c(CO)nc3ccccc32)c1	-2	-3
CCOc1ccc2ncc(S(=O)(=O)c3ccccc3)c(N3CCN(c4ccccc4)CC3)c2c1	15	4
Cc1ccc(-c2csc(NC(=O)c3c(C)noc3C)n2)cc1C	-7	0
COc1ccc(CCN=C(N)NS(=O)(=O)c2ccccc2)cc1	-7	6
CC(=O)Oc1ccc2c(c1)OC(c1ccccc1)CC21CC(C)(C)NC(=S)N1 (configuration not stated)	10	-8
O=C(NCc1ccco1)c1ccc(CS(=O)c2ccccc2Cl)o1 (configuration not stated)	2	-8
CC1CCC2(CC1)NC(=S)N(c1ccccc1)N2 (configuration not stated)	-19	4
CC(=O)c1ccc(OCC(=O)OC(C)C(=O)NC2CCCCC2C)cc1 (configuration not stated)	2	8
COc1ccccc1CN(Cc1nc2ccccc2c(=O)[nH]1)C(=O)Nc1ccccc1	-10	0
O=C(CC1(CC(=O)N2CCOCC2)CCCC1)Nc1ccc(F)cc1	9	-5
CCOc1ccc(NC2CCN(C(C)=O)CC2)cc1	5	-5
COC(=O)c1c(C(=O)OC)c2oc3ccccc3n2c1Cl	5	5
COc1ccc(NC(=O)c2cc(C3CCCCN3S(=O)(=O)c3cn(C)cn3)on2)c(C)c1 (configuration not stated)	-5	2
Cc1cccc(-c2c3c(nc4c2c(=O)n(C)c(=O)n4C)-c2ccccc2C3O)c1 (configuration not stated)	-3	3
Cc1ccc(S(=O)(=O)NC(=O)Nc2cccc(C)n2)cc1	-10	8

Another view of 2 compounds above:
O=C(NCc1ccco1)c1ccc(CS(=O)c2ccccc2Cl)o1 (configuration not stated)
- H9c2 TAG inh = 2
- H9c2 TAG inh DAPI viability = -8

COc1ccc(CCN=C(N)NS(=O)(=O)c2ccccc2)cc1
- H9c2 TAG inh = -7
- H9c2 TAG inh DAPI viability = 6

(further entries)
SMILES	H9c2 TAG inh	H9c2 TAG inh DAPI viability
Cc1ccc(NS(=O)(=O)c2ccc(C(=O)NCc3ccncc3)cc2)cc1	-13	24
Cc1nnc(Sc2cc(C(=O)NCCCOC(C)C)c3ccccc3n2)s1	5	1
CCCCCCOC(=O)/C=C/c1c(C)[nH]c(=O)[nH]c1=O	13	3
Cc1[nH][nH]c(=O)c1C(c1ccc([N+](=O)[O-])cc1)c1c(C)[nH][nH]c1=O	12	-12
CCN(CC)S(=O)(=O)c1cccc(-c2nnc(SCC(=O)N3CCC(C(=O)O)CC3)n2N)c1	4	4
COc1ccc(C(=O)N2CCCC(Nc3ccc(C)c(C)c3)C2)cc1F (configuration not stated)	-1	-10
Cc1ccc(S(=O)(=O)CC(C)(O)CS(=O)(=O)c2ccc(C)cc2)cc1	0	-2
O=C(Cn1c2c(c(-c3ccccc3)cc1=O)CCCC2)N1CCCCCC1	4	-12
N#Cc1ccsc1NC(=O)CSc1nnc(NC2CC2)s1	0	8
Clc1ccc(C2=Nn3c(nnc3-c3n[nH]c4c3CCC4)SC2)cc1	55*	-15*
CCN(CC)CCn1c2c(c(SCC(=O)Nc3cccc4ccccc34)nc1=O)CCC2	9	6
O=C(Nc1ccc(O)cc1C(=O)O)c1cccc(Br)c1	-22	-5
CN(C)CCOC(=O)C12CC3CC(C1)CC(C(=O)OCCN(C)C)(C3)C2	0	-9
Cc1ccc(N2C(=O)C(CN(C)C)C2c2ccccc2)cc1 (configuration not stated)	-1	8
COc1ccc(S(=O)(=O)N2CCCC2CNC(=O)C(=O)NCc2ccccc2Cl)cc1 (configuration not stated)	29	6
C#CCOCCOCCOCCNc1nc(N2CCOCC2)nc(N2CCN(C(=O)[C@H](CCCCN)n3cc([C@@H](N)C(C)CC)nn3)CC2)n1 (some centres not stated)	-27	16
CC(=O)c1cn(CC(=O)NCc2ccco2)c2ccccc12	-5	1
COCCN(C(=O)CCSc1ccc(F)cc1)c1c(N)n(Cc2ccccc2)c(=O)[nH]c1=O	7	1
O=C(CSc1nncs1)Nc1nccs1	-5	-2
COc1ccc(C2C(C(=O)N3CC(C)CC(C)C3)c3ccccc3C(=O)N2C)cc1 (configuration not stated)	-12	0
COc1ccc(OC)c(-c2csc(NC(=O)CN3C(=O)NC4(CCCC4)C3=O)n2)c1	6	-7
Cc1ccnc(NCc2cc(Cl)ccc2O)c1	-13	11
CCN(C(=O)COC(=O)c1nc2nc(C)cc(C)n2n1)C1CCS(=O)(=O)C1 (configuration not stated)	13	4
CCc1ccc2[nH]c(=O)c(Cc3ccccc3)c(O)c2c1	2	-1
O=C(O)c1ccc(NC2CC(=O)N(Cc3ccccc3)C2=O)cc1 (configuration not stated)	-2	2

Fetched by compound from the list above (4):
SMILES	H9c2 TAG inh	H9c2 TAG inh DAPI viability
C#CCOCCOCCOCCNc1nc(N2CCOCC2)nc(N2CCN(C(=O)[C@H](CCCCN)n3cc([C@@H](N)C(C)CC)nn3)CC2)n1 (some centres not stated)	-27	16
Cc1ccc(N2C(=O)C(CN(C)C)C2c2ccccc2)cc1 (configuration not stated)	-1	8
Clc1ccc(C2=Nn3c(nnc3-c3n[nH]c4c3CCC4)SC2)cc1	55*	-15*
CCN(CC)CCn1c2c(c(SCC(=O)Nc3cccc4ccccc34)nc1=O)CCC2	9	6

Continued:
SMILES	H9c2 TAG inh	H9c2 TAG inh DAPI viability
CC(=O)Nc1ccc2c(=O)n(-c3ccccc3)sc2c1	29	4
CCOC(=O)c1sc(NC(=O)CSc2n[nH]c(CC(C)C)n2)nc1C	19	-8
CC1(C)N=C(c2ccccc2)C(=O)N1	-10	-20
Nc1nonc1-n1nnc(C(=O)N/N=C/c2cccc(O)c2)c1CN1CCCC1	-6	-6
COC(=O)C(C)NC(=O)COc1ccc2ccccc2c1 (configuration not stated)	-1	2
COc1ccc(S(=O)(=O)N(CC(=O)N2CCN(C)CC2)c2ccc(C)cc2)cc1Br	2	0
CNCCC=C1c2ccccc2C=Cc2ccccc21	30	-13
Cc1ccc(CNn2cnnc2SCC(=O)NC(C)(C)C)cc1	-18	19
O=C(O/N=C1\CCS(=O)(=O)c2sccc21)c1ccc(F)cc1	-10	13
O=C(/C=C/c1ccc(Cl)cc1)NCCc1ccccc1	-8	13
CNC(=O)CN(c1cc(OCCOC)c(Cl)cc1Cl)S(=O)(=O)c1ccc(OC)cc1	11	-2
CCCOC(=O)c1c(NC(=O)CCC(=O)O)sc2c1CCCCC2	-8	-1
C=CCC1(N(C(C)=O)c2ccccc2C)CCCCC1	-14	15
CC(=O)Nc1ccc(S(=O)(=O)C(C#N)c2nc3ccccc3nc2NCCCO)cc1 (configuration not stated)	-1	16
Cc1ccc(/C=C/C(=O)O)cc1S(=O)(=O)NCc1ccco1	0	-1
C=C(C)n1c(=O)[nH]c2ccccc21	9	4
CCCNC(=O)CSc1nnc(-c2ccc(F)cc2)o1	-5	-1
CC(Oc1ccc(F)cc1)C(=O)Nc1ccc(S(=O)(=O)NC2=NCCCCC2)cc1 (configuration not stated)	-38	0
CC(c1nccs1)N(C)C(=O)CCc1nnc(Cc2c[nH]c3ccccc23)o1 (configuration not stated)	15	-2
COc1cc(S(=O)(=O)N2CCOCC2)ccc1NC(=O)COC(=O)c1ccc(Cl)nc1	32	-1
O=C(NCC1CCCO1)C1CCCN(S(=O)(=O)c2ccc(Br)cc2)C1 (configuration not stated)	-12	1
CCOC(=O)N1CCC(N2Cc3cccc(C(=O)O)c3C2=O)CC1	9	5
Cc1cc(Cl)c(S(=O)(=O)N2CCCCCC2)cc1OCC(N)=O	-10	-2
CCN(CC)C(=O)CSc1nnc(-c2ccccn2)n1Cc1ccccc1	18	-18
COc1ccc(-c2cc(C(=O)N/N=C(\C)c3cccnc3)c3ccccc3n2)cc1	-3	3
SMILES	H9c2 TAG inh	H9c2 TAG inh DAPI viability
COCc1cc(C)nc(SCC(=O)Nc2ccc(N3CCOCC3)cc2)c1C#N	-5	-3
Cc1cc(C)cc(NC(=S)NCc2ccc(S(N)(=O)=O)cc2)c1	-8	0
COc1ccc(S(=O)(=O)Nc2cccc3c2O[C@H](CN(C)C(=O)Nc2ccccc2)[C@@H](C)CN([C@H](C)CO)C3=O)cc1	1	-3
Cc1nc2sc(C(c3ccc(Cl)cc3)N3CCN(C(=O)c4ccco4)CC3)c(O)n2n1 (configuration not stated)	-4	-2
COc1ccc(OC)c(C=NNC(=O)c2ccc(NS(=O)(=O)c3cccs3)cc2)c1	2	-10
CC(NC(=O)c1cccc(S(=O)(=O)N2CCCCCC2)c1)c1ccccc1 (configuration not stated)	-1	-2
Cc1ccnc(NCc2cc(Cl)cc(Cl)c2O)c1	-17	0
O=C(Cc1ccccc1)Nc1ccnn1C1CCN(Cc2ccc(CO)o2)CC1	4	2
CC(=O)Nc1cccc(NC(=O)c2cc([N+](=O)[O-])ccc2N2CCCCC2)c1	3	-2
O=C(O)CN(Cc1ccco1)S(=O)(=O)c1ccc(F)cc1	3	1
COn1c(SC(C)C)nc2ccccc2c1=O	0	-8
CCOc1cc(C2c3c(-c4ccccc4)n[nH]c3C(=O)N2c2ccc(C(=O)O)cc2)ccc1O (configuration not stated)	4	4
CCCn1ncc(CN2CCC(C(=O)Nc3cccc(-c4cccc(F)c4)c3)CC2)c1C	17	-5
COc1ccc(C(=O)N2CCN(Cc3ccccc3C)CC2)cc1OC	4	1
CC(c1ccccc1)n1c(SCC(=O)N2CC(=O)Nc3ccccc32)nc2ccccc2c1=O (configuration not stated)	-16	6
CCCNC(=O)C1(C)CCCN(C(=O)COc2ccc(C(C)(C)C)cc2)C1 (configuration not stated)	12	6
CC(=O)NC(Cc1ccccc1)C(=O)OCC(=O)c1ccc(Br)cc1 (configuration not stated)	6	15
COc1ccc(NC(=O)c2cc3ccccc3o2)cc1OC	-13	4
CCOc1cc(/C=C2/SC(=S)NC2=O)ccc1OC(=O)c1ccco1	-10	7
CC(Oc1coc(CN2CCN(C(=O)c3ccco3)CC2)cc1=O)c1ccccc1 (configuration not stated)	11	-14
O=C(CCC(=O)N(c1ccccc1)C(C(=O)NC1CCCC1)c1ccncc1)Nc1cccnc1 (configuration not stated)	23	-10
COC(=O)c1ccccc1S(=O)(=O)N1CCC(C(=O)OC(C)C(=O)N(C)Cc2ccccc2)CC1 (configuration not stated)	7	8
COc1ccc(-c2nc3c(c(=O)n(C)c(=O)n3C)n2CC2CC(c3ccccc3)=NO2)cc1OC (configuration not stated)	24	-2
COc1cc2cc(CCCOC(=O)c3ccc(F)cc3)oc(=O)c2cc1OC	-7	-8
Cc1c(C(=O)N/N=C/c2ccccc2)[nH]c2ccc(Cl)cc12	2	-8

Some of these compounds in order of heavy-atom count, lowest first:
SMILES	H9c2 TAG inh	H9c2 TAG inh DAPI viability
C=C(C)n1c(=O)[nH]c2ccccc21	9	4
O=C(Nc1ccc(O)cc1C(=O)O)c1cccc(Br)c1	-22	-5
Cc1c(C(=O)N/N=C/c2ccccc2)[nH]c2ccc(Cl)cc12	2	-8
CNC(=O)CN(c1cc(OCCOC)c(Cl)cc1Cl)S(=O)(=O)c1ccc(OC)cc1	11	-2
COc1ccccc1CN(Cc1nc2ccccc2c(=O)[nH]1)C(=O)Nc1ccccc1	-10	0

Following part:
SMILES	H9c2 TAG inh	H9c2 TAG inh DAPI viability
CCOc1ccc(OCCC(=O)OCC(=O)N2CCN(S(=O)(=O)c3ccc(Cl)cc3)CC2)cc1	-6	-10
COc1ccc(OCC(=O)Nc2ccc(S(=O)(=O)Nc3nc(C)cc(C)n3)cc2)cc1	2	-26
Cc1ccc(S(=O)(=O)N2CCN(C(=O)COC(=O)C3CCC3)CC2)c(C)c1	6	-7
C=CCN1C(=O)SC(Cc2cccc(OC)c2O)C1=O (configuration not stated)	5	-1
Cc1ccc(N(CC(=O)Nc2ccccc2-c2ccccc2)S(=O)(=O)c2ccccc2)cc1	3	-8
COc1ccc(-c2ccnc3c(Br)c(C)nn23)cc1	-7	-7
CNC(=O)c1c(NC(=O)c2ccc(S(=O)(=O)N3CCCc4ccccc43)cc2)sc2c1CCN(C)C2	9	-7
CCCCn1c(=NC(=O)c2cccnc2)c(C#N)cc2c(=O)n3cccc(C)c3nc21	3	37
Cc1csc(NC(=O)CSc2nncn2C)n1	-9	-4
CC(C)C(NC(=O)CN1C(=O)c2ccccc2S1(=O)=O)C(C)C	1	-1
Nc1ccn([C@@H]2O[C@H](CNCc3cc(Br)ccc3OCc3ccccc3)[C@@H](O)[C@H]2O)c(=O)n1	5	8
Cc1cc(C(=O)NNC(=O)c2ccc(NC(=O)CC#N)cc2)c(C)o1	3	-1
CCC(C)NC(=O)c1ccccc1NC(=O)c1ccccc1N(C)S(C)(=O)=O (configuration not stated)	8	-4
COc1nc(N)nc2nc[nH]c12	-3	10
COc1ccc(-n2c(SCC(=O)C(C)(C)C)nc3ccsc3c2=O)cc1	3	6
